Screens from PubChem BioAssay.
AMA1-RON2 inh = disrupts binding of P. falciparum AMA1 to RON2. AlphaScreen AMA1-biotinylated RON2 peptide binding. Potency, µM (highest dose often 58.2 µM), inactives show at the highest dose activity change, negative = inhibition, hits mostly inhibitors. actives 0.2% (n = 360,000);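 also: potency is read from the fitted curve at half-maximal effect; 0% = vehicle wells and -100% = peptide control; nearly all actives have a fitted effect of over 45% in size; some results filed as inactive show a strong effect at the top dose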
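AMA1 (3D7) with his tag at 25 nM final met compounds first, then biotinylated RON2 peptide at 25 nM; detection used donor plus acceptor beads, 10 µg/mL apiece, read by AlphaScreen after 30 min at room temperature.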
HCMV antiviral = human cytomegalovirus inhibition; HFF cells, HCMV-luciferase reporter, 72 h; hits give low values; actives 4.5% (n = 410,000); activity change, negative = inhibition, % at 57.5 µM; AID 1259415; in the data active = activity change below about -60%; inconclusive = no clear call, values can overlap the other calls; inactive = above about -39%
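HFF cells seeded 16 h at 37C, treated with compounds, infected with luciferase-reporter HCMV at MOI 1 PFU/cell; luciferase read at 72 h post infection, normalized to buffer-only and Salinomycin controls.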
AmpC detergent = AmpC beta-lactamase inhibition with detergent present. AID 485294. AmpC hydrolysis of nitrocefin, absorbance 480 nm, 0.01% Triton. Potency, µM (series often up to 114 µM), for the others: top-dose activity change, negative = inhibition, most hits filed as inhibitors. actives 0.041% (n = 370,000);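 also: potency is read from the fitted curve at half-maximal effect; 0% = no-compound wells and -100% = no-enzyme wells; nearly all actives have a fitted effect of over 25% in size; some results filed as inactive show a strong effect at the top dose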
Target sequence (P00811 whole entry, looked up): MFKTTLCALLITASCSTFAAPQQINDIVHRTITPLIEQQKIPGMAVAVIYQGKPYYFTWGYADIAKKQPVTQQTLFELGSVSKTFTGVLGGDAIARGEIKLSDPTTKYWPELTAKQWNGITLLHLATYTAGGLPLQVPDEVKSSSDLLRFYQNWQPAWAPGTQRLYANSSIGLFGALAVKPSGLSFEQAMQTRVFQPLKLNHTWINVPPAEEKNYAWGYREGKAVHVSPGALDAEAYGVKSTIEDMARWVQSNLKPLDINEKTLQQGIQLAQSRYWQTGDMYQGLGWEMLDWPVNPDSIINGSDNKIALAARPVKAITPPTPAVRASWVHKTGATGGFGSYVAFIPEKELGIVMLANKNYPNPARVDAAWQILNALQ
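AmpC (5.3 nM in the dispensed reagent) in 20 mM phosphate pH 7.0 with 0.01% (detergent screen) or 0.0001% Triton X-100 was preincubated with compounds for 15 min at room temperature. Nitrocefin was then added from an 800 uM solution, and hydrolysis was followed at 480 nm.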
Sm TGR inh = inhibitors of Schistosoma mansoni thioredoxin glutathione reductase; AID 485364; Potency, µM (series often up to 114 µM), without a hit: at the top dose activity change, negative = inhibition, usual class: inhibitors; actives 3% (n = 360,000); Q962Y6; purified TGR, DTNB reduction, TNB absorbance 405 nm; also: potency is read from the fitted curve at half-maximal effect; nearly all actives have a fitted effect of over 60% in size
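TGR 20 nM + NADPH 100 uM (dispensed conc.), cpd preinc 15 min RT; start with NADPH (500 uM addition) then DTNB (15 mM addition). Kinetic TNB absorbance, 405 nm filter. Four-parameter Hill fit across titration.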
AmpC inh no detg = AmpC beta-lactamase inhibition without detergent; P00811; AmpC nitrocefin hydrolysis, absorbance 480 nm, 0.0001% Triton; Potency, µM (doses to about 57.1 µM), for the others: at the highest dose activity change, negative = inhibition, hits mostly inhibitors; actives 0.52% (n = 330,000);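 also: potency is read from the fitted curve at half-maximal effect; plate controls were no compound for no effect and no enzyme for full effect; nearly all actives have a fitted effect of over 20% in size; some results filed as inactive show a strong effect at the top dose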
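20 mM phosphate pH 7.0 + 0.01% (detergent screen) or 0.0001% Triton X-100; 5.3 nM AmpC reagent; cpd preinc 15 min RT; nitrocefin (800 uM stock) to start; A480 q20 s × 4 min; Activity was normalised to no-enzyme and no-compound control wells.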
FBPA Giardia inh = blocks Giardia fructose-bisphosphate aldolase activity | actives 0.71% (n = 290,000) | A8B2U2 | Potency, µM (doses to about 59.6 µM), without a hit: at the highest dose activity, negative = inhibition, hits mostly inhibitors | purified Giardia FBPA; also: potency is read from the fitted curve at half-maximal effect; nearly all actives have a fitted effect of over 55% in size
Target sequence (A8B2U2 whole entry, looked up): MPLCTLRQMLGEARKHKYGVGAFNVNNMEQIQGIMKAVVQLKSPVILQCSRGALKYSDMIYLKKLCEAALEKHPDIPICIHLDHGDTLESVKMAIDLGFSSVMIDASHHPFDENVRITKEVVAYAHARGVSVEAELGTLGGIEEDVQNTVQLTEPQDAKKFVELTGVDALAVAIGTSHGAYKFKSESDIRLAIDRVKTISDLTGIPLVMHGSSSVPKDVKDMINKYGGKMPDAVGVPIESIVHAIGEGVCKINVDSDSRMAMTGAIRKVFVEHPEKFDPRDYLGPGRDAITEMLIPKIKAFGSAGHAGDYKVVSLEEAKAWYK
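Giardia FBPA (40 nM reagent) was preincubated 10 min at RT with compound (up to 57.5 uM final), then substrate plus GAPDH/TPI/NAD/arsenate coupling system with diaphorase/resazurin was added; resorufin fluorescence (525/598 nm) was read after 20 min.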
* = called active by the depositor; ? = inconclusive; · = no result given; [ ] = remark or other dose. Unless noted, calls follow the shape of the dose curve; as a rule, active = well fitted curve in the direction sought with a large enough effect; inconclusive = small, poorly fitted or top-dose-only effect, or another doubt; inactive = no such curve, though single readings can be large; an effect the other way counts as inactive or inconclusive. Unless noted, % is scaled to controls: 0 for no effect and ±100 for the full control effect.

1: CCNc1nc(NCC)n2c(SCC(=O)Nc3ccc(NC(C)=O)cc3)nnc2n1
2: COc1ccc(-c2c3c(=O)n(C)c(=O)n(C)c3c3n2-c2ccccc2NC3c2ccc(OC)cc2)cc1 (stereo unspecified)
3: C/C(=N\NC(N)=O)c1cc(Cl)cc(Cl)c1O
4: C=CCOC(=O)C1C(=O)CC(C)(O)C(C(=O)OCC=C)C1c1ccc(N(C)C)cc1 (stereo unspecified)
5: O=C1c2nc3ccccn3c2C(=O)N1Cc1ccccc1
6: CO/N=C/CC(=O)Nc1ccc(F)cc1F
7: O=C(OCCN1CCOCC1)c1cccs1
8: O=C(COC(=O)c1ccc(S(=O)(=O)N2CCCCCC2)cc1)NCc1ccc(F)cc1

assay / entry,1,2,3,4,5,6,7,8
AmpC inh no detg,-6%,·,-23%,7%,-9%,-18%,-16%,-13%
Sm TGR inh,2%,-1%,-4%,0%,8%,0%,-13%,-11%
FBPA Giardia inh,·,·,-17%,1%,-1%,4%,-6%,·
AMA1-RON2 inh,-2%,·,89%[activator],-9%,-4%,9%,-7%,1%
AmpC detergent,7%,27%,3%,?,3%,-13%,-4%,-6%
HCMV antiviral,-39,28,44,?,24,43,65,3

9: O=[N+]([O-])c1cccc(/C([O-])=C(/C(=S)Nc2ccccc2)[n+]2ccccc2)c1
10: c1ccc2ccccc2c1
11: CC1CCCCN1S(=O)(=O)Cc1ccccc1Cl (stereo unspecified)
12: COC(=O)C(NNc1ccccc1)(NC(=O)c1cccc(F)c1)C(F)(F)F (stereo unspecified)
13: Cc1ccc(Cn2ccc(NC(=O)c3nc4ncccn4n3)n2)cc1
14: Cc1cccc(NC(=O)CNC(=O)c2cc(C3CC3)nn2-c2ccccc2)c1C
15: Cc1csc2nc(-c3cccc(NC(=O)c4ccccc4Cl)c3)cn12
16: CCOc1ccc(C2C(=O)N(C3CCCCC3)CC(=O)N2C2CCCC2)cc1OC (stereo unspecified)

assay / entry,9,10,11,12,13,14,15,16
AmpC inh no detg,1%,2%,-18%,-21%,·,-14%,·,·
Sm TGR inh,-24%,7%,-3%,?,0%,4%,0%,-3%
FBPA Giardia inh,-20%,·,1%,?,-4%,·,·,·
AMA1-RON2 inh,9%,-1%,5%,-4%,-5%,-9%,·,·
AmpC detergent,2%,6%,-13%,-8%,-2%,5%,-6%,-5%
HCMV antiviral,1,19,?,42,0,-2,-8,-23

17: CCS(=O)(=O)Nc1ccc(C2=NN(C(=O)c3ccco3)C(c3ccc(Cl)o3)C2)cc1 (stereo unspecified)
18: O=C(Nc1ccc(Br)cc1)C1CC(c2c(F)cccc2Cl)=NO1 (stereo unspecified)
19: COc1ccc(N(CC(=O)Nc2ccccc2F)S(=O)(=O)c2ccc(OC)c(OC)c2)cc1
20: O=C(Nc1nc2cc3c(cc2s1)OCCO3)c1cccc(S(=O)(=O)N2CCOCC2)c1
21: O=C(Nc1ncc(Cc2cccc(Cl)c2)s1)C1=NCCN1
22: CCOC(=O)c1c(-c2ccccc2)oc2ccc(N(C(C)=O)S(=O)(=O)c3cc(C)ccc3C)cc12
23: CC/C(=N\NC(=O)c1ccccc1)c1c(O)n(Cc2ccccc2)c(=O)[nH]c1=O
24: CCOC(=O)N1CCN(C(=O)c2c[nH]c3ccc(S(=O)(=O)N(C)c4ccc(F)cc4)cc3c2=O)CC1

assay / entry,17,18,19,20,21,22,23,24
AmpC inh no detg,-38%,-27%,41%,30%,2%,·,-45%,34%
Sm TGR inh,·,2%,3%,-1%,12%,7%,?,-13%
FBPA Giardia inh,·,-8%,10%,0%,·,·,13%,·
AMA1-RON2 inh,-4%,-4%,6%,·,36%[activator],·,66%[activator],-9%
AmpC detergent,·,?,?,?,-11%,4%,8%,-3%
HCMV antiviral,2,?,39,·,22,-106*,0,0

25: CC(C)(C)N(Cc1ccccc1)C(=O)CN1C(=O)c2ccccc2S1(=O)=O
26: O=C(NCC1CC1)Nc1cccc(C(F)(F)F)c1
27: COc1ccc(NC(=O)c2nn(C)c3c2CS(=O)(=O)c2ccccc2-3)cc1
28: CCCCN(C(=O)C1=NN(c2cc(C)ccc2C)C(=O)CC1)c1c(N)n(CCC)c(=O)[nH]c1=O
29: O=c1c2c(-c3ccc([N+](=O)[O-])cc3)csc2nc2n1CCCCC2
30: Cc1ccc2nc(N3CCN(C(=O)c4ccco4)CC3)c3nncn3c2c1
31: Fc1ccc(Nc2nc(SCc3cccc(Cl)c3)nc3ccccc23)cc1
32: COc1ccc2c(c1)CC(NC(=O)Nc1c(C)cc(C)cc1C)CO2 (stereo unspecified)

assay / entry,25,26,27,28,29,30,31,32
AmpC inh no detg,22%,-22%,-17%,-16%,-9%,0%,·,·
Sm TGR inh,·,-9%,3%,0%,5%[57.1 µM],?,3%,4%
FBPA Giardia inh,·,4%,-3%,·,0%,·,·,·
AMA1-RON2 inh,-10%,-13%,-1%,7%,-5%,0%,·,·
AmpC detergent,·,-10%,-12%,?,3%,2%,-2%,27%
HCMV antiviral,-23,-29,-22,8,?,-18,-95*,-6

Full records as entered above. Order of values: AmpC inh no detg | Sm TGR inh | FBPA Giardia inh | AMA1-RON2 inh | AmpC detergent | HCMV antiviral
COc1ccc2c(c1)CC(NC(=O)Nc1c(C)cc(C)cc1C)CO2 (stereo unspecified) in the list: · | 4% | · | · | 27% | -6
CCCCN(C(=O)C1=NN(c2cc(C)ccc2C)C(=O)CC1)c1c(N)n(CCC)c(=O)[nH]c1=O in the list: -16% | 0% | · | 7% | ? | 8
COc1ccc(NC(=O)c2nn(C)c3c2CS(=O)(=O)c2ccccc2-3)cc1 in the list: -17% | 3% | -3% | -1% | -12% | -22

More entries.
33: O=C(/C=C/c1ccc(F)cc1)NC(=S)N1CCCCC1c1cccnc1 (stereo unspecified)
34: CN(C)c1ccc(CNCCC(Cc2ccccc2)c2ccco2)cc1 (stereo unspecified)
35: Cc1cc(C)c2c(=O)n(CC(=O)Nc3ccc(Br)c(C)c3)sc2n1
36: COc1ccc(-c2nc(CN(CC3CCC(=O)N3)C(C)C)c(C)o2)c(C)c1C (stereo unspecified)
37: N#Cc1ccc(C(=O)NC(=S)NC2CCCCC2)cc1
38: Cc1ccc2cc3cc(C(=O)NC4CC4)oc3nc2c1
39: O=C(NCc1ccco1)c1ccc(S(=O)(=O)c2cccc(S(=O)(=O)N3CCOCC3)c2)cc1
40: COC(=O)C1=C(c2ccc(OC(F)(F)F)cc2)C[C@@H]2CC[C@H]1N2C(=O)N1CCC(C)CC1

assay / entry,33,34,35,36,37,38,39,40
AmpC inh no detg,-19%,5%,-25%,-23%,-28%,-18%,-22%,168%[activator]
Sm TGR inh,-3%,-22%,-30%,14%,·,1%,50µM*,-21%
FBPA Giardia inh,-7%,8%,-19%,0%,·,-16%,1%,·
AMA1-RON2 inh,27%,16µM*,21%,-1%,72%[activator],-2%,-4%,-1%
AmpC detergent,-4%,0%,?,2%,·,8%,-14%,-4%
HCMV antiviral,-11,?,0,-15,?,-1,-6,-64*

41: COc1cc(C(=O)NCCCNc2nc3cc(C)c(C)cc3cc2C#N)cc(OC)c1OC
42: O=C(NCc1ccc2c(c1)OCO2)C1CC(=O)N(c2ccc(O)cc2)C1 (stereo unspecified)
43: CN(C)CCCOC(=O)c1sc2ccccc2c1Cl
44: COc1ccc(S(=O)(=O)Nc2cc3c4c(c2)CCN4C(=O)CC3)cc1
45: COc1ccc(/C=C/C(=O)Nc2ccc3nc4n(c(=O)c3c2)CCCC4)cc1OC
46: CN(Cc1ccco1)C(=O)C1CCC(=O)N1Cc1ccc(F)cc1 (stereo unspecified)
47: O=C(NC1CCN(C(=O)Nc2ccccc2Cl)CC1)c1cccc(F)c1
48: Cc1ccc(C(=O)CSc2nnc(-c3c[nH]c4ccccc34)o2)cc1

assay / entry,41,42,43,44,45,46,47,48
AmpC inh no detg,145%[activator],-11%,44%,-9%,-10%,-4%,-12%,-26%
Sm TGR inh,-20%,4%,2%,-1%,0%,1%,18%,19%
FBPA Giardia inh,-15%,0%,-3%,·,0%,7%,-8%,1%
AMA1-RON2 inh,51%[activator],-7%,2%,-30%,-1%,6%,0%,0%
AmpC detergent,0%,-10%,2%,-7%,?,-6%,2%,2%
HCMV antiviral,122,3,-16,-13,-34,-17,2,1

49: O=C(c1cc([N+](=O)[O-])ccc1N1CCOCC1)N1CCN(S(=O)(=O)c2cc(Cl)ccc2Cl)CC1
50: CC(NC(=O)Cn1ncc(Cl)c(Cl)c1=O)C12CC3CC(CC(C3)C1)C2 (stereo unspecified)
51: CCOC(=O)NCc1ccc(S(=O)(=O)Nc2c(C)cccc2C)cc1
52: COC(C[C@H]1O[C@H]1[C@H](O)[C@@H](C)OCc1ccccc1)OC
53: CC1CCN(C(=O)CCNC(=O)Cn2cnc3sc4c(c3c2=O)CCCC4)CC1
54: O=C(CN(CC1CCCO1)S(=O)(=O)c1ccc(S(=O)(=O)NC2CC2)cc1)Nc1ccccc1 (stereo unspecified)
55: O=C(COc1ccccc1-c1nnc(-c2ccccc2)o1)Nc1ccc(Br)cc1F
56: O=C(CCSc1ccc(Cl)cc1)Nc1cccnc1

assay / entry,49,50,51,52,53,54,55,56
AmpC inh no detg,-9%,-23%,-6%,-2%,98%[activator],-13%,·,-21%
Sm TGR inh,4%,40µM*,-2%,10%,-5%,1%,3%,·
FBPA Giardia inh,·,1%,5%,9%,8%,7%,·,3%
AMA1-RON2 inh,7%,-3%[2.32 µM],4%,13%,-1%,-3%,·,-2%
AmpC detergent,-5%,-7%,-8%,-1%,-1%,1%,-1%,2%
HCMV antiviral,4,·,-1,2,13,-14,14,69

57: O=C(c1cccc(C(F)(F)F)c1)N1C[C@H]2C[C@@H](C1)c1cccc(=O)n1C2
58: C/C(=N\Nc1cc(C)nc(-c2ccccc2)n1)c1cccc([N+](=O)[O-])c1
59: CCOC(=O)c1noc2ncn(CC(=O)Nc3cc(Cl)ccc3OC)c(=O)c12
60: COc1ccccc1NCCC(=O)OCC(=O)NC1CC1
61: Cc1ccc(C2NC(=O)c3c(sc4c3CCN(C)C4)N2)s1 (stereo unspecified)
62: O=C(OCC1CC(c2ccccc2)=NO1)c1ccc(Cl)cc1 (stereo unspecified)

assay / entry,57,58,59,60,61,62
AmpC inh no detg,-6%,-14%,·,-7%,-12%,-19%
Sm TGR inh,6%,0%,6%,-10%,-2%,-5%
FBPA Giardia inh,11%,-8%,·,0%,?,·
AMA1-RON2 inh,-3%,-17%,·,-2%,25%,-3%
AmpC detergent,-13%,10%,25%,-10%,1%,-16%
HCMV antiviral,18,-2,4,-83*,-2,-36

Some values from the entries so far:
Under AMA1-RON2 inh, #61 reads 25%
Under AmpC inh no detg, #60 reads -7%
Under AMA1-RON2 inh, #58 reads -17%
Under AMA1-RON2 inh, #57 reads -3%
Under AMA1-RON2 inh, #62 reads -3%
